Source: PubChem (Vanderbilt University)
GIRK2 act: Activators of human GIRK2-containing channels | HEK293 GIRK2/NPY4 cells, thallium flux fluorescence | P48051 | 34,000 tested, under 10 active | AID 1259324 | activation (% efficacy), % for hits at 37.5 µM;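 active means primary screen hit, no activity in plain HEK293 cells, and in GIRK2-only cells above 5% efficacy rising with concentration; inactive means the rest, including fluorescent compounds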;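 further: efficacy is normalized control-subtracted fluorescence 15 s after thallium addition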
Target sequence (P48051 whole entry, looked up): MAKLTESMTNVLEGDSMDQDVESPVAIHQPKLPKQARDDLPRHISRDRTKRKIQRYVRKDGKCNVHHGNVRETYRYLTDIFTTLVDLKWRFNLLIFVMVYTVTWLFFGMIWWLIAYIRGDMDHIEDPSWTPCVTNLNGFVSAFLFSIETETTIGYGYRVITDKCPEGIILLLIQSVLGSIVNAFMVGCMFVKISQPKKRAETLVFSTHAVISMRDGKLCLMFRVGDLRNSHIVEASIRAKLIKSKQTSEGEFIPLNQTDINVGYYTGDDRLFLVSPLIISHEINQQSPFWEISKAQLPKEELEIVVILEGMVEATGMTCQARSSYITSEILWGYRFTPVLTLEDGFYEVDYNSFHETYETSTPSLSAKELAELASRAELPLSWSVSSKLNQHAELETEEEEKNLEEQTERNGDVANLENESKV
Calls only; i = inactive. Some of the compounds tested; the hit share may differ from the screen's.

canonical_smiles	GIRK2 act
CS(=O)(=O)N1CCCC(C(=O)Nc2ccc3c(c2)C(=O)NC3=O)C1 (stereo not drawn)	i
COc1cccc(OC)c1C(=O)Nc1ccc(-n2c(C)nc3ccccc3c2=O)cc1C	i
CCOc1ccc(S(=O)(=O)N(CCc2ccccc2)Cc2ccccn2)cc1F	i
O=C(NCCCc1ccccc1)c1csc(-c2cnccn2)n1	i
COc1cccc(N2CCN(C(=O)Cc3c(C)[nH]c(=O)[nH]c3=O)CC2)c1	i
Cc1nc(NCCCn2ccnc2)nc(NCc2ccccc2)c1[N+](=O)[O-]	i
O=C(Cc1cccs1)NNC(=O)c1cccn(Cc2ccc(Cl)c(Cl)c2)c1=O	i
COC(=O)c1sccc1S(=O)(=O)N1CCN(Cc2ccccc2)CC1	i
COC(=O)C(C)Sc1nc(C2CC2)nc2c1c(=O)n(C)c(=O)n2C (stereo not drawn)	i
O=S(=O)(NCc1ccsc1)c1ccc(F)c(Cl)c1	i
CCCn1nc(-c2ccc(OC)c(OC)c2)ccc1=O	i
O=C(Nc1cc(-c2cccs2)nn1CCO)C1COc2ccccc2O1 (stereo not drawn)	i
CCn1nccc1C(=O)N(CCCN1CCOCC1)c1nc2ccc(C)cc2s1	i
COc1ccc(OC)c(-c2ccc(=O)n(CC(=O)Nc3ccc(NC(C)=O)cc3)n2)c1	i
Cn1cccc1CN(C(=O)CSCc1ccccc1)C1CC1	i
Cc1cc(C(=O)N2CCOCC2)nn1CC(=O)N1CCc2ccccc21	i
COc1ccc2sc(N(CCN3CCOCC3)C(=O)c3ccc(Cl)s3)nc2c1	i
Cn1nnc2c(N3CCN(C(=O)c4c(F)cccc4Cl)CC3)ncnc21	i
COc1ccccc1CNC(=O)C(=O)NCC(c1cccc2ccccc12)N1CCCC1 (stereo not drawn)	i
O=C(NCC1CCN(Cc2cccs2)CC1)C(=O)Nc1ccc2c(c1)OCCO2	i
O=S(=O)(NCc1ccc2c(c1)OCO2)N1CCOCC1	i
CCOC(=O)c1coc(NC(=O)Nc2cccs2)n1	i
Cc1cc(Br)ccc1NC(=O)Cc1csc(Nc2ccc(Cl)cn2)n1	i
O=C(CN1C(=O)c2ccccc2S1(=O)=O)NCc1ccc2c(c1)OCO2	i
NC(=O)c1ccc(NC(=O)CN2C(=O)c3ccccc3S2(=O)=O)cc1	i
COc1ccc(C)cc1NC(=O)c1cc(-c2cccs2)nc2c1c(C)nn2C1CCS(=O)(=O)C1 (stereo not drawn)	i
O=C(NCC(=O)N1CCOC(c2ccccc2)C1)c1cc2ccccc2oc1=O (stereo not drawn)	i
CCSc1nnc(NC(=O)C2CCCN(c3ccc(-n4nc(C)cc4C)nn3)C2)s1 (stereo not drawn)	i
CCN1CCN(C2(C#N)CCCCC2)CC1	i
CC1CCN(c2oc(-c3ccc(S(=O)(=O)N(C)Cc4ccccc4)cc3)nc2C#N)CC1	i

Additional entries follow.
canonical_smiles	GIRK2 act
O=C(/C=C/c1cccs1)N1CCOC(c2ccc(C(F)(F)F)cc2)C1 (stereo not drawn)	i
O=C(NCC(O)Cc1ccccc1)C(=O)Nc1cccc(N2CCCC2=O)c1 (stereo not drawn)	i
CC(O)(CNC(=O)c1ccccc1)c1ccccc1 (stereo not drawn)	i
O=C(NCc1ccccc1)C(=O)Nc1c2c(nn1-c1cccc(Cl)c1)CSC2	i
O=c1ccc(-c2ccco2)nn1Cc1ccc([N+](=O)[O-])cc1	i
Cc1ccccc1C(=O)Nc1nonc1-c1ccccc1	i
COc1ccc(S(=O)(=O)N2CCOC23CCN(C(=O)Nc2cccs2)CC3)cc1	i
CCOc1cc(C(=O)Nc2cccc(N3CCCCC3=O)c2)cc(OCC)c1OCC	i
O=C(CNC(=O)c1ccccc1)NCCCS(=O)(=O)N1CCN(c2ccccc2)CC1	i
O=C(Nc1cccs1)N1CCCSCC1CN1CCOCC1 (stereo not drawn)	i
O=C(CSc1nc(=O)n(CC2CCCO2)c2c1CCC2)NC1CCCC1 (stereo not drawn)	i
O=S(=O)(c1ccccc1)N1CCC(c2cccs2)CC1	i
Cc1cccc(-n2ncc3c(=O)[nH]c(-n4nc(C)cc4NC(=O)CC(C)C)nc32)c1	i
O=C(Nn1cnc2c(cnn2-c2ccccc2)c1=O)c1ccccc1Cl	i
O=C1Cc2cc(NC(=O)NCc3cccc4ccccc34)ccc2N1	i
CCOC(=O)c1sc(NC(=O)/C=C\C(=O)O)cc1C	i
Cn1c(SCC(=O)NC2CCCCC2)nnc1-c1c[nH]c2ccccc12	i
COc1ccc(-c2csc(CN3CCN(C(=O)c4ccc(=O)[nH]c4)CC3)n2)cc1	i
CN1CC(NC(=O)C2(c3cccs3)CCCC2)CC1=O (stereo not drawn)	i
Cc1ccn2c(=O)c(NC(=O)NC3CCCCC3)c(C)nc2c1	i
CC1Cc2c(NC(=O)c3ccc([N+](=O)[O-])o3)nn(C)c2NC1=O (stereo not drawn)	i
CCC(=O)Nc1ccc(SCc2ccc(C(=O)OC)o2)nn1	i
COc1ccc(CNc2c(C#N)cnc3ccc(Cl)cc23)cc1	i
O=C(CCn1c(=O)[nH]c2ccccc2c1=O)Nc1ccc(Cl)cc1	i
COc1ccc2sc(N(Cc3ccccc3)C(=O)CCCS(=O)(=O)c3ccccc3)nc2c1	i
Cc1ccc(-c2nnc(CN3CCN(Cc4ccccc4)CC3)o2)cc1	i
CNC(=O)C1Cc2ccccc2N1C(=O)NCc1ccc(Cl)cc1 (stereo not drawn)	i
NC(=O)Cn1nnn(-c2ccc(NC(=O)Cc3ccc(Cl)cc3)cc2)c1=O	i
CN1CCC(CNC(=O)C(=O)Nc2ccc(C(F)(F)F)cc2)CC1	i
O=C(Nc1nc(-c2cc(Cl)ccc2Cl)cs1)c1ccno1	i

Further compounds.
canonical_smiles	GIRK2 act
CC(C)(CO)NC(=O)Cc1ccc(NC(=O)NCc2ccc(F)cc2)cc1	i
CCOC(=O)c1c(NC(=O)C2CCCCN2S(C)(=O)=O)sc(C)c1C (stereo not drawn)	i
COCCn1c(=O)c2c(nc(-n3nc(C)cc3C)n2Cc2cccc(C)c2)n(C)c1=O	i
COC(=O)c1ccc(NC(=O)c2cc(-c3ccco3)nc3c2c(C)nn3C2CCS(=O)(=O)C2)cc1 (stereo not drawn)	i
COc1ccc(OC)c(NC(=O)CSc2ncnc3c2nnn3C)c1	i
O=C(Cn1ncccc1=O)NCCOc1ccc2nnc(-c3ccccc3)n2n1	i
COc1ccc(NC(=O)CCc2csc(NC(=O)c3cccs3)n2)cc1Cl	i
COc1cn(CC(=O)NCc2ccco2)c(CSc2nnnn2C)cc1=O	i
O=C(CCc1csc(NS(=O)(=O)c2ccccc2)n1)NCc1ccc2c(c1)OCO2	i
CCCCOc1ccccc1NC(=O)c1c(OC)cccc1OC	i
Cc1cc(NS(=O)(=O)c2ccc3c(c2)OCCO3)ccc1N1CCCC1=O	i
Cc1cc(=O)[nH]c(-n2nc(C)c(CCC(=O)NC(C)CCc3ccccc3)c2C)n1 (stereo not drawn)	i
CC(C)c1ccc(NC(=O)C(=O)NCC2CCN(Cc3ccco3)CC2)cc1	i
O=C(Nc1ccc2c(c1)OCCO2)C1CCN(S(=O)(=O)c2ccc(Cl)cc2)CC1	i
O=C(CCCc1ccccc1)Nc1ccc2c(c1)N(C(=O)c1cccs1)CC2	i
CS(=O)(=O)N1CCC(C(=O)NCCCn2nc(-c3ccncc3)ccc2=O)CC1	i
Cc1cc(NC(=O)c2c(F)cccc2Cl)n(-c2nc3c(cnn3-c3cccc(Cl)c3)c(=O)[nH]2)n1	i
Cc1c(C(=O)NCc2ccc3c(c2)OCO3)c(C(F)(F)F)nn1C(C)C	i
CCn1ccnc1N1CCN(CC(=O)Nc2cc(C)cc(C)c2)CC1	i
COc1ccc(S(=O)(=O)N2CCN(c3ccc(N4CCCC4)nn3)CC2)cc1Cl	i
CC(=O)N1N=C(C2CC2)CC1c1cc2cc3c(cc2nc1Cl)OCO3 (stereo not drawn)	i
CCOc1ccccc1-n1nnnc1SCC(=O)Nc1ccccc1Cl	i
COc1ccccc1Cc1noc(C2CN(CC(=O)N3CCC(C)CC3)C2)n1	i
COc1ccc(Cl)cc1NC(=O)Cc1csc(SCC(=O)c2ccccc2)n1	i
COc1ccc(C(=O)NNC(=O)c2cccn(Cc3ccc(F)cc3)c2=O)c(OC)c1	i
COc1ccc(-c2nnc(NC(=O)c3ccn(C)n3)o2)cc1OC	i
Cc1ccc(N2CCCS2(=O)=O)cc1NC(=O)NCCCc1ccccc1	i
N#Cc1ccc(Cl)cc1NC(=O)C(=O)NCC(O)(c1cccs1)C1CC1 (stereo not drawn)	i
Cn1nnc2c(N3CCN(C(=O)COc4ccccc4)CC3)ncnc21	i
COCCCNC(=O)C(=O)Nc1c2c(nn1-c1ccccc1)CS(=O)(=O)C2	i

Entries shown so far that contain a cyano group:
canonical_smiles	GIRK2 act
CCN1CCN(C2(C#N)CCCCC2)CC1	i
CC1CCN(c2oc(-c3ccc(S(=O)(=O)N(C)Cc4ccccc4)cc3)nc2C#N)CC1	i
COc1ccc(CNc2c(C#N)cnc3ccc(Cl)cc23)cc1	i
N#Cc1ccc(Cl)cc1NC(=O)C(=O)NCC(O)(c1cccs1)C1CC1 (stereo not drawn)	i

3 entries out of the list, ordered by molar mass, lowest first:
canonical_smiles	GIRK2 act
COc1ccc(C(=O)NNC(=O)c2cccn(Cc3ccc(F)cc3)c2=O)c(OC)c1	i
COc1ccc(S(=O)(=O)N2CCN(c3ccc(N4CCCC4)nn3)CC2)cc1Cl	i
Cc1cc(NC(=O)c2c(F)cccc2Cl)n(-c2nc3c(cnn3-c3cccc(Cl)c3)c(=O)[nH]2)n1	i

The main list resumes, starting three compounds before the break.
canonical_smiles	GIRK2 act
N#Cc1ccc(Cl)cc1NC(=O)C(=O)NCC(O)(c1cccs1)C1CC1 (stereo not drawn)	i
Cn1nnc2c(N3CCN(C(=O)COc4ccccc4)CC3)ncnc21	i
COCCCNC(=O)C(=O)Nc1c2c(nn1-c1ccccc1)CS(=O)(=O)C2	i
Cc1cc(-c2nnc(NC(=O)c3ccc(-c4ccccc4)cc3)o2)nn1C	i
COC(=O)Cn1c(=NC(=O)c2ccn(C)n2)sc2cc(C)ccc21	i
Cc1ccc2nc(NC(=O)CSc3nnc(Cc4c(C)[nH]c(=O)[nH]c4=O)o3)sc2c1	i
C/C(=C/C(=O)O)C(=O)Nc1nc(-c2ccc(C)cc2)c(C)s1	i
O=C(Nc1nc(CCC(=O)N2CCN(c3ncccn3)CC2)cs1)c1ccc[nH]c1=O	i
COCCOC(=O)C1=C(C)N=C2SCCC(=O)N2C1c1cccs1 (stereo not drawn)	i
CC1CC(C)CN(CC(O)COCCOc2ccc(C(C)C)cc2)C1 (stereo not drawn)	i
CC(C)c1ccc(CC(=O)Nc2ccc(S(N)(=O)=O)cc2)cc1	i
Nc1c(C(=O)NCc2ccco2)sc(=S)n1Cc1ccccc1	i
Cc1cc([N+](=O)[O-])ccc1NC(=O)C(C)N1C(=O)c2ccccc2S1(=O)=O (stereo not drawn)	i
CC(=O)c1ccc(NC(=O)CSc2c(C)cnc3c2c(=O)n(C)c(=O)n3C)cc1	i
COc1cccc(CNC(=O)C(=O)NCCc2cccs2)c1	i
COc1ccc(CC(=O)NCc2ccsc2)cc1OC	i
COc1cc(/C=C/C(=O)N2CCCCCC2)ccc1OCc1ccccc1	i
COc1ccc(Br)c(C(=O)NCC2CCN(C(=O)Oc3ccccc3)CC2)c1	i
Cc1cc(C)n(-c2nc3c(c(=O)n(CC(N)=O)c(=O)n3C)n2CC(C)C)n1	i
Cc1ccc(N2CC(C(=O)NCC(O)(c3ccco3)C3CC3)CC2=O)cc1C (stereo not drawn)	i
CCc1cc(=O)[nH]c(-n2nc(C3CC3)cc2NC(=O)COc2cccc3c2OC(C)(C)C3)n1	i
O=C(CCc1csc(NS(=O)(=O)c2ccccc2)n1)N1CCN(c2ccccc2F)CC1	i
O=S(=O)(NCCCCN1CCOC(c2ccccc2)C1)c1ccc2c(c1)CCCC2 (stereo not drawn)	i
O=S(=O)(c1cccnc1)N1CC(c2nc(-c3cccc(C(F)(F)F)c3)no2)C1	i
O=C(CCCNC(=O)c1cccc(C(F)(F)F)c1)Nc1cccc2cccnc12	i
CC1CCc2cc(F)ccc2N1C(=O)c1cc2cccnc2n(C)c1=O (stereo not drawn)	i
CN1CCN(C(CNC(=O)c2ccc3nsnc3c2)c2ccc(F)cc2)CC1 (stereo not drawn)	i
CCCCNC(=O)/C(C#N)=C1\N=C(NC(=O)c2ccc(OC)c(OC)c2)c2ccccc21	i
O=C(Cn1nc(-n2cccn2)ccc1=O)Nc1ncccn1	i
O=S(=O)(NCC1CCN(C2CCCC2)CC1)c1ccc(F)cc1F	i
O=C(Nc1ccc2c(c1)OCO2)N1CCN(C(=O)c2cnn3ccccc23)CC1	i
COc1ccc2nc(-c3ccc(NS(=O)(=O)c4ccccc4Cl)cc3)cn2n1	i
COc1ccc(C(=O)Nc2cc(C)nn2-c2nc3c(cnn3-c3ccc(C)c(C)c3)c(=O)[nH]2)cc1OC	i

Following part:
canonical_smiles	GIRK2 act
CC(C)NS(=O)(=O)c1ccc2oc(=O)ccc2c1	i
CN1CCOc2ccc(NC(=O)C3CC(=O)N(c4ccc(F)cc4)C3)cc2C1=O (stereo not drawn)	i
COc1cc(NC(=O)C2Nc3cc(F)ccc3S(=O)(=O)N2)cc(OC)c1OC (stereo not drawn)	i
O=S(=O)(c1ccc(Cl)s1)N1CCN(Cc2nc(-c3ccccc3)cs2)CC1	i
Cn1nnc2c(N3CCN(CC(=O)NCCc4ccccc4)CC3)ncnc21	i
CSCCn1c(=NC(=O)C2=COCCO2)sc2cc(C)c(C)cc21	i
COc1cccc(OCC(=O)Nc2ccc(OC)c(N3CCCCC3=O)c2)c1	i
